# TRPC4 potent: positive allosteric modulators of TRPC4, primary screen, cell-based, mouse TRPC4beta, HEK293 mu-opioid, Fluo-4 calcium; DAMGO EC20, Fluo-4 Ca2+ flux; stronger effect = higher value; Short transient receptor potential channel 4 (Mus musculus), Q9QUQ5; AID 2227, 2009; 310,000 compounds, 0.42% hits; B-score at 10 µM;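 active = B-score of calcium response area above 5 SD of library B-scores, with initial fluorescence ratio within 5 SD of library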;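 note: B-score of integrated fluorescence ratio over time as area under calcium response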
# Target sequence (Q9QUQ5 whole entry, looked up): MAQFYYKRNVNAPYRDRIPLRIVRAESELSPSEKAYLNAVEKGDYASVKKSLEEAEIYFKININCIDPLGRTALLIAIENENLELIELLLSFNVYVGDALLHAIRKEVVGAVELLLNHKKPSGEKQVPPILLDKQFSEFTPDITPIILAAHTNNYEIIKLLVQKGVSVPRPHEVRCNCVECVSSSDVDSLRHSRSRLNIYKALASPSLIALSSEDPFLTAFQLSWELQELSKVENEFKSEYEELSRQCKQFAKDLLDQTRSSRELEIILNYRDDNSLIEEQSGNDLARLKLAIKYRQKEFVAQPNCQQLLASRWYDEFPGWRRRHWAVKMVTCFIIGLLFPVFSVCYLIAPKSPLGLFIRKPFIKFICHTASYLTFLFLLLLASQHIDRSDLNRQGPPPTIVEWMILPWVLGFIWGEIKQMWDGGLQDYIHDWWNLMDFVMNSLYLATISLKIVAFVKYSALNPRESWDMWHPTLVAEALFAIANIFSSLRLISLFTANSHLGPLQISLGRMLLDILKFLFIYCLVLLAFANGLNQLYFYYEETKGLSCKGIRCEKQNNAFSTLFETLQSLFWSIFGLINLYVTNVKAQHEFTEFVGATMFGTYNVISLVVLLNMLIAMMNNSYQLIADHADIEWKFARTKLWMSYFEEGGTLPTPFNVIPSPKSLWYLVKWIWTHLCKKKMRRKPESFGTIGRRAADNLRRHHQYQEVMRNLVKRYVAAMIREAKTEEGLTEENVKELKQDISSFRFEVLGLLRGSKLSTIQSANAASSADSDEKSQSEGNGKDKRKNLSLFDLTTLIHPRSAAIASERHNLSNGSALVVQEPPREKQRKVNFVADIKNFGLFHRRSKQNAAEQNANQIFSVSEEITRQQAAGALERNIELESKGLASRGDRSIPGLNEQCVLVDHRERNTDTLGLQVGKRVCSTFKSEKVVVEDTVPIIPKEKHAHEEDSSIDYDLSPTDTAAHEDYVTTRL
# TRPC4 agonist: activators of mouse TRPC4 channel, primary screen, Fluo4 calcium, HEK293 TRPC4beta/mu-opioid cells | AID 2237, 2010 | 310,000 compounds, 0.49% hits | B-score at 10 µM | Fluo4 calcium fluorescence; stronger effect = higher value;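 active = B-score above 5 SD of library B-scores, and initial fluorescence ratio not above library mean plus 5 SD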;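 note: positive B-score marks a calcium rise read as TRPC4 activation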
#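 Incubation: 45 min room-temperature Fluo4 loading, 110 s read / System: HEK293 cells stably co-expressing mouse TRPC4beta and mu-opioid receptor / Signal: Fluo4 fluorescence, kinetic / Control set: buffer (low) and maximal DAMGO (high) / Measure: integrated baseline-normalised fluorescence ratio, converted to per-well B score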
# TMEM16A act: TMEM16A chloride channel activators or potentiators, primary screen, cell-based, HTS; HEK293 TMEM16A/YFP-H148Q/I152L, iodide quench fluorescence; stronger effect = lower value; 340,000 compounds, 0.3% hits; AID 623877, 2012; B-score at 10 µM;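 active = fluorescence-ratio B-score plate-corrected deviation score at least 3 library SD below zero, with starting fluorescence score within 5 deviations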;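 note: channel opened by trigger with iodide after compound preincubation; score built on the fluorescence ratio of max minus min over baseline; more negative score means more quench and so TMEM16A activation or potentiation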
# ANO1 block: TMEM16A chloride channel inhibitors, primary screen, cell-based, HTS; Anoctamin-1 (Mus musculus), Q8BHY3; HEK293 TMEM16A/YFP iodide influx fluorescence, ionomycin; normalized B-score (activity score, 25-100; higher = stronger inhibition) at 10 µM; 310,000 compounds, 1.2% hits; AID 588511, 2011;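 active = ratio plate-corrected score three or more library SD toward inhibition, starting fluorescence score within five deviations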;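 note: score derived from kinetic fluorescence span divided by baseline fluorescence per well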
# MrgX1 antagonist: antagonists of human MrgX1 receptor, primary screen, HEK293 cells, Fluo-4 calcium flux. B-score at 10 µM. BAM8-22 antagonism; stronger effect = lower value. AID 588676, 2011. 310,000 compounds, 1.3% hits;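 active = calcium-response B-score plate-corrected more than 3 library SD below zero, starting fluorescence within 5 deviations, no agonist response on first addition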;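 note: peak minus trough fluorescence over baseline after final BAM8-22 challenge near maximal dose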
# RGS4 block: RGS4 inhibitors, primary screen, cell-based, HEK293 M3R inducible RGS4, calcium flux; Regulator of G-protein signaling 4 (Homo sapiens), P49798; B-score at 10 µM; 310,000 compounds, 0.45% hits; Fluo-4 calcium flux; stronger effect = higher value; triggered by carbachol at its EC20;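 active = B-score, a plate-corrected calcium signal, over three deviations above library mean, with baseline fluorescence within five deviations of library mean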;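 note: RGS4 expression induced by doxycycline in cells with stable M3 receptor; B-score is computed from the integrated fluorescence ratio over baseline after carbachol; higher B-score means a larger calcium signal and so more RGS4 inhibition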
# TRPC4 inh: inhibitors of mouse TRPC4 channel, primary screen, Fluo4 calcium, HEK293 TRPC4beta/mu-opioid cells; Short transient receptor potential channel 4 (Mus musculus), Q9QUQ5; DAMGO-evoked Fluo4 calcium flux; stronger effect = lower value; B-score at 10 µM; 300,000 compounds, 0.39% hits;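 active = B-score over 3 SD under the library average, no early fluorescence shift, positive overall ratio signal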
#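 Assay system: Stable TRPC4beta/mu-opioid receptor HEK293 cells | Reagent: DAMGO in two steps, submaximal then maximal | Compound dosing: Single concentration per test compound | Signal: Fluo4 Ca2+ flux fluorescence | Evaluation: Per-well B score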
# MrgX1 agonist: agonists of human MrgX1 receptor, primary screen, HEK293 cells, Fluo-4 calcium flux. Mas-related G-protein coupled receptor member X1 (Homo sapiens), Q96LB2. Fluo-4 calcium fluorescence, agonist mode; stronger effect = higher value. B-score at 10 µM. 310,000 compounds, 0.44% hits. AID 588627, 2011;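 active = calcium response B-score plate-corrected fluorescence ratio at least 3 library SD, with starting fluorescence B-score inside 5 SD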
#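 Material: MrgX1-expressing HEK293 cells / Dosing: compound as first of three additions / Incubation: overnight seeding, then 1 h dark dye loading / Signal: Fluo-4 NW calcium fluorescence / Evaluation: B-scored fluorescence response ratio / Benchmarks: positive and negative control wells on each plate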
# TRPC6 act: mouse TRPC6 channel activators, primary screen, cell-based, HEK293, membrane potential dye. HEK293-TRPC6 membrane potential dye fluorescence; stronger effect = higher value. B-score at 10 µM. 310,000 compounds, 0.13% hits. AID 2550, 2010;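 active = B-score of the integrated fluorescence ratio above library mean plus 3 SD, and starting fluorescence ratio within library mean plus 5 SD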;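 note: higher score means more depolarization so channel activation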
# TRPC6 inhibitor: mouse TRPC6 channel inhibitors, primary screen, cell-based, HEK293, membrane potential dye | Short transient receptor potential channel 6 (Mus musculus), Q61143 | ACh-evoked depolarization; stronger effect = lower value | B-score at 10 µM | 310,000 compounds, 1.1% hits | AID 2553, 2010;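 active = B-score under library mean minus 3 SD, initial fluorescence not abnormally high, positive integrated signal ratio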;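 note: B-score derived from integrated fluorescence ratio over the kinetic read; more negative B-score means stronger inhibition of depolarization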
# MrgX1 allo act: positive allosteric modulators of MrgX1, primary screen, HEK293 cells, Fluo-4 calcium flux; Mas-related G-protein coupled receptor member X1 (Homo sapiens), Q96LB2; FDSS; stronger effect = higher value; B-score at 10 µM; 310,000 compounds, 0.63% hits; AID 588675, 2011;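 active = plate-corrected calcium response at least 3 library SD above typical, normal starting fluorescence, not activating the receptor alone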;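 note: compound read alongside a low EC10 to EC30 dose of BAM8-22 agonist; peak minus trough fluorescence over baseline measured at the second addition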
# The depositor's hits bear a star; i = inactive; x = not tested or not shown.
# Order of results – MrgX1 antagonist | RGS4 block | ANO1 block | TRPC4 inh | MrgX1 agonist | MrgX1 allo act | TRPC4 agonist | TRPC6 inhibitor | TMEM16A act | TRPC6 act | TRPC4 potent
COc1ccc(-c2noc(N3CCC(C(=O)Nc4ccccc4OC)CC3)n2)cc1
    i | i | i | i | i | i | i | i | i | i | i
CC(=O)c1ccc(NC(=O)CN2CCC(C(=O)c3ccc(F)cc3)CC2)cc1
    i | i | i | i | i | i | i | i | i | i | i
C/C(N)=C(/C#N)C(=O)COC(=O)CNC(=O)c1ccc(Cl)cc1Cl
    i | i | i | i | i | i | i | i | i | i | i
CNC(=O)c1nn(-c2ccc(Cl)cc2)ccc1=O
    i | i | i | i | i | i | i | i | i | i | i
Cc1ccccc1CN1[C@@H](CC2CCCCC2)COCCS1(=O)=O
    i | i | i | i | i | i | i | i | i | i | i
O=C1Nc2ccc(Cl)cc2[C@@](C#CC2CC2)(C(F)(F)F)O1
    i | i | 100* | i | i | i | i | i | x | i | i
Cc1ccc(SC[C@H](CC(C)C)N2CCN(CCc3ccccc3)CCC2=O)cc1
    x | i | x | i | x | x | i | i | i | i | i
COc1ccc(Cl)cc1NC(=O)NC(C)C(C)(C)C (stereo not given)
    i | i | i | i | i | i | i | i | i | i | i
CCOC(=O)Cc1nn(Cc2nc(-c3ccc(C)cc3)cs2)c(=O)c2ccccc12
    i | i | 25* | i | i | i | i | i | i | i | i
COc1ccc2o/c(=N\O)c(C(=O)Nc3ccc(C)cc3)cc2c1
    x | 11.8* | x | i | x | x | i | i | i | i | i
N#C/C(=C\c1c[nH]c2ccccc12)C(=O)NC1CCCC1
    i | i | i | i | i | i | i | i | i | i | i
Cc1cc(OCCn2cc(/C(N)=N/O)c3ccccc32)ccc1Cl
    i | i | i | i | i | i | i | i | i | i | i
O=C(Nc1ccccc1)C1CCCN1C(=O)Nc1ccccc1[N+](=O)[O-] (stereo not given)
    i | i | i | i | i | i | i | i | i | i | i
c1cc[n+](CCCC[n+]2ccccc2)cc1
    i | i | i | i | i | i | i | i | i | i | i
Cc1ccc(-n2[nH]c(=O)c3cccnc32)cc1
    i | i | i | i | i | i | i | i | i | i | i
COCCCn1c(=O)c2ccccc2n(Cc2ccc(C)cc2)c1=O
    i | i | i | i | i | i | i | i | i | i | i
O=C(Nc1cc(C(F)(F)F)ccc1N1CCCCC1)c1ccc(Br)o1
    i | i | i | i | i | i | i | i | i | i | i
CCc1nnc(NC(=O)C2CCCN(c3nc4ccccc4s3)C2)s1 (stereo not given)
    i | i | i | i | i | i | i | i | i | i | i
COc1ccccc1CCNC(=O)c1c(C)nn(CC(C)C)c1Cl
    i | i | i | i | i | i | i | i | i | i | i
Cc1cc(Nc2ccc([N+](=O)[O-])cc2)c2ccccc2n1
    i | i | i | i | i | i | i | i | i | i | i
C=CCN1C(=O)/C(=C\c2ccc(C)cc2)N=C1SCC(=O)NCCC
    i | i | i | i | i | i | i | i | i | i | i
O=C1C(O)CC2c3ccccc3CC3(CCCC3)N12 (stereo not given)
    i | i | i | i | i | i | i | i | i | i | i
CCC(=O)Nc1cc(NC(=O)CSc2ncc(-c3ccc(F)cc3)n2Cc2ccco2)ccc1C
    i | i | i | i | i | i | i | i | i | i | i
CCOC(=O)C(C(C)=O)c1nc(C)nc2c1nnn2Cc1ccccc1Cl (stereo not given)
    x | i | x | i | x | x | i | i | i | i | i
CCn1cc(C(=O)NCc2ccc(C)cc2)c(=O)c2cc(S(=O)(=O)N(C)C)ccc21
    i | i | i | i | i | i | i | i | i | i | i
CCOc1ncccc1C(=O)Nc1ccc2nc(C)sc2c1
    i | i | i | i | i | i | i | i | i | i | i
Cc1ccc2c(c1)nnn2C1CCN(CC(=O)N2c3ccccc3CC2C)CC1 (stereo not given)
    i | i | i | i | i | i | i | i | i | i | i
O=C(Cn1c(=O)n(Cc2ccco2)c(=O)c2c3c(sc21)CCCC3)Nc1ccccc1
    i | i | i | i | i | i | i | i | i | i | i
COc1ccc(Cn2cc(C(=O)c3ccccc3)c(=O)c3cc(OC)ccc32)cc1
    i | i | i | i | i | i | i | i | i | i | i
COC(=O)c1sccc1NC(=O)CSc1ccccc1NC(=O)CNC(C)C
    i | i | i | -6* | i | i | i | i | i | i | i
O=C(NN1C(=O)c2ccc(-c3ccc4c(c3)C(=O)N(NC(=O)c3cccnc3)C4=O)cc2C1=O)c1cccnc1
    i | i | i | i | i | i | i | i | i | i | i
CC(=O)c1ccc(OC2OCCOC2Oc2ccc(C(C)=O)cc2)cc1 (stereo not given)
    i | i | i | i | i | i | i | i | i | i | i
CCn1c(SCc2ccc(C(=O)OC)o2)nnc1-c1c[nH]c2ccccc12
    i | i | i | i | i | i | i | i | i | i | i
O=C(c1ccco1)N1CCN(C(=O)c2cc3c(=O)oc4ccccc4c3s2)CC1
    i | i | i | i | i | i | i | i | i | i | i
COCCCN1C(=O)C(=O)/C(=C(/O)c2ccc(OC)cc2)C12C(=O)N(C)c1ccccc12 (stereo not given)
    i | i | i | i | i | i | i | i | i | i | i
CCCCNC(=O)C1CCCN1C(=O)NC1CCCCC1 (stereo not given)
    i | i | i | i | i | i | i | i | i | i | i
Cc1[nH]c2ccccc2c1CCN(Cc1cccnc1)C(=S)Nc1ccc(F)cc1
    i | i | i | i | i | i | i | i | i | i | i
CCOC(=O)c1sc2nc(N3CCOCC3)c3c(c2c1N)CCCC3
    i | i | i | i | i | i | i | i | i | i | i
CC1CC(C)CN(C(=O)CCNS(=O)(=O)c2cccs2)C1 (stereo not given)
    i | i | i | i | i | i | i | i | i | i | i
O=C(CNC(=S)NC(=O)c1ccccc1)c1ccccc1
    i | i | i | i | i | i | i | i | i | i | i
COc1ccc(OCCCC(=O)NNC(=O)CCN2CCN(c3ccccc3)CC2)cc1
    i | i | i | i | i | i | i | i | i | i | i
COC(CNC(=O)CC1C(=O)N(Cc2ccccc2)C(C)c2nc3ccccc3n21)OC (stereo not given)
    i | i | i | i | i | i | i | i | i | i | i
COc1ccc(-c2cc(C)no2)cc1S(=O)(=O)Nc1ccccc1
    i | i | i | i | i | i | i | i | i | i | i
CCC(=O)N1CCc2cc(S(=O)(=O)N3CCCCCC3)ccc21
    i | i | i | i | i | i | i | i | i | i | i
CC1CC(=O)N(CC(=O)Nc2ccc(F)cc2)c2ccccc2S1(=O)=O (stereo not given)
    i | i | i | i | i | i | i | i | i | i | i
CCN(CC)C(=O)Cc1c(O)c2ccccc2[nH]c1=O
    i | i | i | i | i | i | i | i | i | i | i
O=C(CN1C(=O)COc2ccc(S(=O)(=O)N3CCCC3)cc21)NC1CC1
    i | i | i | i | i | i | i | i | i | i | i
Cc1nnc2ccc(N3CCN(c4cccc(C(F)(F)F)c4)CC3)nn12
    i | i | i | i | i | i | i | i | i | i | i
COc1ccc(OCCC(=O)NC2CCCCC2)cc1
    i | i | i | i | i | i | i | i | i | i | i
Cc1ccccc1N(C(=O)c1csnn1)C(C(=O)NC1CCCC1)c1ccncc1 (stereo not given)
    i | i | i | i | i | i | i | i | i | i | i
CCOc1ccccc1NC(=S)Nc1ccc(S(N)(=O)=O)cc1
    i | i | i | i | i | i | i | i | i | i | i
CC(C)CC1(C)NC(=O)N(CC(=O)Nc2ccc3c(c2)CCC3)C1=O (stereo not given)
    i | i | i | i | i | i | i | i | i | i | i
Cc1ccc2[nH]c(=O)c3cc(C(=O)N4CCN(C(=O)c5ccco5)CC4)sc3c2c1
    i | i | i | i | i | i | i | i | i | i | i
Cc1cc(NC(=O)c2ccc(S(=O)(=O)N(C)CC3CCCO3)cc2)no1 (stereo not given)
    i | i | i | i | i | i | i | i | i | i | i
O=C1C2C(C(=O)N1CC1CCCO1)C1C=CC2C12CC2 (stereo not given)
    i | i | i | i | i | i | i | i | i | i | i
CCn1c(C)nc2cc(C(=O)N/N=C/c3ccccc3)ccc21
    i | i | i | i | i | i | i | i | i | i | i
CC(=O)Nc1ccc(CC(=O)NCCC(c2ccccc2)c2ccccc2)cc1
    i | i | i | i | i | i | i | i | i | i | i
C=C1CCN([C@H](C(=O)NCc2ccc(Cl)c(Cl)c2)C(C)C)S(=O)(=O)c2ccccc21
    i | i | i | i | i | i | i | i | i | i | i
CCOC(=O)c1ccc(NC(=O)CSc2nccn2C)cc1
    i | i | i | i | i | i | i | i | i | i | i
CN(C)c1ccc(C(=O)Nc2ccc(S(=O)(=O)Nc3nccs3)cc2)cc1
    i | i | i | i | i | i | i | i | i | i | i

# (listing goes on)
# Order of results – MrgX1 antagonist | RGS4 block | ANO1 block | TRPC4 inh | MrgX1 agonist | MrgX1 allo act | TRPC4 agonist | TRPC6 inhibitor | TMEM16A act | TRPC6 act | TRPC4 potent
Cc1sc2c(c1C)c(=O)nc1scc(CC(=O)O)n12
    i | i | i | i | i | i | i | i | i | i | i
CCOC(=O)C1CCCN(C/C=C/c2ccccc2)C1 (stereo not given)
    i | i | i | i | i | i | i | i | i | i | i
COc1cc(/C=C2\CCC(C3CCCC3)C2=O)ccc1OC(C)C (stereo not given)
    i | i | i | i | i | i | i | i | i | i | i
COc1cc(CCN2C(=O)c3cccc4cccc(c34)C2=O)c(S(=O)(=O)NCCCO)cc1OC
    i | i | i | i | i | i | i | i | i | i | i
O=C(Nc1cccc(C(=O)O)c1)Nc1ccc2c(c1)OCO2
    i | i | i | i | i | i | i | i | i | i | i

# Compound activity (PubChem)

# The order is random. Share with any hit: about 5.8%.
